NF-kB expr up: compounds increasing NF-kB expression in human neuronal cells; NF-kB reporter expression; active compounds read high; fold change at 12.5 µM; 190,000 compounds, 1.6% hits; AID 1239; in the data active means fold change above about 3.3
Hsp70 act: Hsp70 transcriptional activation, primary screen. HeLa Hsp70 promoter luciferase reporter, luminescence; scaled: vehicle 0, proteasome-inhibitor control 100%. activation, % at 10 µM. 200,000 compounds, 0.04% hits. AID 1203;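 active means activation above the mean across all tested compounds plus 3 SD, cutoff set per campaign, cut at about 5.5% in these data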;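 further: 100% = MG132 at 30 µM as the positive control and 0% = DMSO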
FLuc act counter: affects firefly luciferase, flagging false hits in luciferase stimulation screens. 200,000 tested, under 10 active. ATPlite luciferase biochemical, luminescence, 10 min; 0 = ATP-free wells, 1 = DMSO control. activation factor at 10 µM. AID 1027. P08659;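 active means luciferase activation factor, scaled between plate controls, of at least 2 with compound at 10 µM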
Target sequence (P08659 whole entry, looked up): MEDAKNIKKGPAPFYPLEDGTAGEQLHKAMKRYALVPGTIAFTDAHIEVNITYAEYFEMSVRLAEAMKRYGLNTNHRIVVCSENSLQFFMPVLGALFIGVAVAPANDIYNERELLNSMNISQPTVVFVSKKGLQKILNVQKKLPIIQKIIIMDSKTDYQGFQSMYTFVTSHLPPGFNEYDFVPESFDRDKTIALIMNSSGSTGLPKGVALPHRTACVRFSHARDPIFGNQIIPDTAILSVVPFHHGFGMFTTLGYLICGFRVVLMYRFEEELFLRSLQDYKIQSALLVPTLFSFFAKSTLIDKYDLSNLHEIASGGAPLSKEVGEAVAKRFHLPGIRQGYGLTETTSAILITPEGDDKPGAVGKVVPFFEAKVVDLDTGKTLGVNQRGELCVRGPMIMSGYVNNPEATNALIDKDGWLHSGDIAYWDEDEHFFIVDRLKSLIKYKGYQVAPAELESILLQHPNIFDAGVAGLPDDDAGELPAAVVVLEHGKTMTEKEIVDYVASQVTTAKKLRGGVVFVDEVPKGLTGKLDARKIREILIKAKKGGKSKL
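Material: Luciferase/luciferin reagent mix | Doses: Test compounds dosed from 2 mM stocks in 100% DMSO | Timing: 10 min incubation after luciferase reagent addition, room temperature | Measured by: Luminescence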
FLuc inhib CS: Photinus pyralis luciferase inhibition counter-screen. inhibition, % at 10 µM. P08659. 200,000 compounds, 1.5% hits. ATPLite firefly luciferase biochemical luminescence, 10 min;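 active means inhibition above about 50% when tested at 10 µM, limit read from the data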
APP 5UTR inh: APP translation inhibition | SH-SY5Y APP 5'UTR-luciferase reporter, luminescence | inhibition, % at 2 µM | 190,000 compounds, 0.82% hits | AID 1285;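 active means inhibition above a set limit, derived from the sample mean plus 3 SD, cut at about 45% in these data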; further: values of inactives mirror those of a sister screen read the other way
APP 5'UTR act: APP 5'UTR luciferase reporter activation; 190,000 compounds, 1% hits; AID 1276; activation, % at 2 µM; SH-SY5Y APP 5'UTR luciferase reporter, luminescence; zero percent = DMSO vehicle wells;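 active means activation above a set limit, based on mean plus 3 SD of controls, cut at about 140% in these data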; further: values of inactives mirror those of a sister screen read the other way
HMGR II inh: E. faecalis class II HMG-CoA reductase inhibition | purified E. faecalis HMGR, NADPH absorbance 340 nm kinetic | inhibition, % at 10 µM | 190,000 compounds, 0.41% hits | AID 1066;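 active means inhibition above a set limit, the median over all tested compounds plus 3 SD, cut at about 9.5% in these data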;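 further: enzyme runs in reverse so mevalonate oxidation gives rising NADPH absorbance; 0% = complete reaction with DMSO and 100% = background rate lacking mevalonate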
G6PDH counter: inhibits Leuconostoc G6PDH, flagging false hits in G6PDH-based assays; Purified L. mesenteroides G6PDH, diaphorase/resazurin coupled fluorescence, 45 min; inhibition, % at 5 µM; 200,000 compounds, 0.12% hits; AID 1020; in the data active means inhibition above about 50%
STAT1 activator: activators of IFN-gamma induced STAT1 signaling; NIH 3T3 STAT1-luciferase reporter, luminescence; 100% = IFN-gamma alone, no compound; activation (% of control), % at 5.5 µM; 200,000 compounds, 2.6% hits;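 active means activation above the screen-wide mean activation plus 3 SD, cut at about 130% in these data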;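 further: raw ratio to IFN-gamma control signal so 100% means no change and 0% no light; values of inactives mirror those of a sister screen read the other way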
DTT redox prof: compounds producing H2O2 with reducing agent – biochemical, NIH compound library profiling, artefact control for MLSCN library redox annotation, primary screen | AID 878 | 200,000 compounds, 0.03% hits | DTT-dependent redox cycling H2O2, phenol red/HRP absorbance; 100% = 100 µM peroxide control, 0% = buffer | activation, % at 10 µM;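 active means activation of at least 50% relative to the plate's high and low controls in the primary single-dose screen; inactive means activation below 50%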;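 further: compound incubated with DTT at 0.8 mM final as the reducing agent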
* = called active by the depositor; x = not tested or not shown.

SMILES | NF-kB expr up | Hsp70 act | FLuc act counter | FLuc inhib CS | APP 5UTR inh | APP 5'UTR act | HMGR II inh | G6PDH counter | STAT1 activator | DTT redox prof
COc1cc2[nH]c(=O)n(Cc3ccc(C(=O)NCCCN4CCC(C)CC4)cc3)c(=O)c2cc1OC | 1 | -0.2 | 1 | -4 | 7 | -7 | -3 | 3 | 106 | 0.1
CCN1CCN(CCCNc2ncnc3nc[nH]c23)CC1 | 1 | -0.3 | 1 | -2 | 9 | -9 | -7 | -12 | 101 | -2.8
CCOc1ccc(C(C)NC(=S)NC2CCCCC2)cc1 (centres undefined) | 1.2 | 0.6 | 1 | 1 | -6 | 5 | 2 | 0 | 87 | -0.7
CC(=O)c1ccc(Nc2cc(C)nc3c(C)cc(C)cc23)cc1 | 0.71 | -0.2 | 1 | -2 | 89* | -89 | 2 | -2 | 107 | -1.5
CCOC(=O)c1[nH]c2ccc(F)cc2c1NC(=O)CCN1CCOCC1 | 1.1 | -0.1 | 1 | -1 | -11 | 11 | -3 | 0 | 108 | 0.6
CCn1c(=O)cc(OCC(=O)NCc2ccco2)c2ccccc21 | 1.1 | 0.1 | 1.1 | -7 | 6 | -6 | -2 | 4 | 110 | -0.1
CC1(C)Cc2c(c(-c3ccco3)[nH]c(=O)c2C#N)CO1 | 0.95 | -0.2 | 1.1 | -6 | 2 | -2 | -7 | 10 | 104 | 2.9
N#C/C(=C\c1cccnc1)C(=O)Nc1cccc2ccccc12 | 0.94 | -0.2 | 1 | -3 | -13 | 13 | -1 | 4 | 97 | 1.0
CC(=O)c1ccccc1C(=O)NCc1cccnc1 | 1.1 | -0.3 | 1 | -3 | -9 | 9 | 0 | 14 | 96 | 0.7
CCN(CCCNC(=O)C1CCN(S(=O)(=O)CC)CC1)c1ccccc1 | 1.1 | -0.1 | 1.1 | -6 | 1 | -1 | 2 | 6 | 108 | -1.5
Cc1cc(C)cc(NC(=O)CSc2ccccc2)c1 | 1.3 | 0.0 | 1 | -2 | -22 | 22 | -4 | 8 | 115 | -0.5
CCSc1nnc(NC(=O)NC(C)(C(F)(F)F)C(F)(F)F)s1 | 1.4 | -0.2 | 1.1 | -6 | -2 | 2 | -9 | -2 | 96 | 1.6
CSc1ccccc1NC(=O)CN(C)Cc1ccc(Br)cc1 | 1.2 | -0.1 | 1.1 | -5 | 2 | -2 | -13 | -18 | 106 | 0.5
CC(=O)N(C)C1(c2nnnn2CCOC(=O)Nc2ccc(Cl)cc2)CCCCC1 | 1 | -0.3 | 1.1 | -10 | 1 | -1 | -4 | -8 | 101 | 1.8
CC1CCCCN1C(=O)CN1CCC(c2nc3ccc(Cl)cc3[nH]2)CC1 (centres undefined) | 0.85 | 0.1 | 1.1 | -8 | -22 | 22 | -8 | 4 | 104 | -0.1
Clc1ccc(C2=NNC(=NCc3ccccc3)SC2)cc1 | 1.3 | -0.1 | 0.9 | 8 | -13 | 13 | 2 | 3 | 116 | -1.1
CC1=CCC(C(C)(C)NC(=O)c2ccccc2)C/C1=N\O (centres undefined) | x | -0.3 | x | x | -2 | 2 | x | x | 101 | 2.3
CN(C)CCN(C(=O)/C=C/c1cccs1)c1nc2c(F)cc(F)cc2s1 | 1.4 | -0.3 | 1.1 | -7 | 8 | -8 | 5 | -5 | 104 | 0.8
COC(=O)c1nc2cc3c(cc2c(C)c1C(=O)OC)OCO3 | 1.4 | 0.1 | 0.9 | 8 | -1 | 1 | -4 | 4 | 107 | 0.0
NS(=O)(=O)c1ccc(NC(=S)Nc2nn(Cc3ccc(Cl)cc3Cl)cc2Cl)cc1 | 0.99 | -0.4 | 1 | -3 | -9 | 9 | -3 | 5 | 99 | -0.6
O=C(Nc1ccc(F)cc1)N(CCCN1CCOCC1)Cc1cc2cc3c(cc2[nH]c1=O)OCO3 | 1.4 | -0.5 | 1 | -2 | -4 | 3 | -1 | 7 | 95 | -0.7
Cc1ccccc1N1CCN(CCN2C(=O)CC(=C3c4ccccc4-c4ccccc43)C2=O)CC1 | x | -0.5 | x | x | -10 | 10 | x | x | 93 | 2.2
COc1ccc(NC(=O)CC2C(=O)N(C)C(=S)N2Cc2cccs2)cc1 (centres undefined) | 0.99 | -0.6 | 1 | -5 | 13 | -13 | 2 | 0 | 104 | 0.1
CCCc1nc2c(c(=O)c3ccccc3n2C)c(=O)n1C1CCCCCC1 | 0.87 | -0.4 | 1.1 | -10 | 16 | -16 | -6 | -16 | 103 | 0.3
CCOC(=O)c1ccc(Oc2nc(N(C)C)nc(N3CCOCC3)n2)cc1 | 0.94 | -0.1 | 1.1 | -10 | 12 | -12 | -3 | -1 | 93 | -2.0
Cc1ccccc1NC(=O)COc1ccc2oc(=O)cc(C)c2c1 | 0.85 | -0.1 | 1 | -3 | -6 | 6 | -3 | 1 | 98 | 0.0
CCCc1[nH][nH]c(=O)c1C(c1ccc(Cl)cc1)C(C#N)C#N (centres undefined) | 1.1 | -0.1 | 1.1 | -10 | -15 | 15 | -5 | 5 | 107 | 0.9
CCCOc1ccc(CNCCCOCC)cc1OC | 1.1 | 0.1 | 1 | -4 | -1 | 1 | 0 | 5 | 99 | 0.4
Cc1ccc(NC(=O)Nc2cccc([N+](=O)[O-])c2)nc1 | 1.5 | 0.2 | 1.1 | -9 | -101 | 101 | 1 | 0 | 119 | -0.1
COc1ccccc1-c1cc(C(=O)NCc2cccs2)no1 | 1.2 | -0.1 | 1 | -4 | -10 | 10 | 0 | 3 | 104 | -1.1
O=C1C(Cl)=C(NCCCO)C(=O)c2ccccc21 | 0.43 | -0.3 | 1 | -1 | 1 | -1 | -2 | 45 | 96 | 0.3
COc1ccc2c(c1)CC/C2=N\NC(=O)c1ccccc1 | 1.5 | -0.1 | 0.7 | 27 | -42 | 42 | -7 | 1 | 130* | -0.1
CCCn1cnc2sc(C(N)=O)c(C)c2c1=O | 0.95 | -0.2 | 1 | -2 | -2 | 2 | 6 | 1 | 100 | -0.1
O=C(Nc1nnc(-c2ccccc2)o1)NC1CCCCC1 | 1.3 | -0.1 | 1 | -2 | 3 | 21 | -1 | 4 | 114 | 0.1
Cc1ccccc1OCc1n[nH]c(=S)n1Cc1ccccc1 | 1.1 | 0.1 | 1.1 | -7 | -9 | 9 | -8 | 0 | 86 | -0.3
CCOC(=O)C1CCN(c2c(NCCCN(C)C3CCCCC3)c(=O)c2=O)CC1 | 1 | -0.1 | 1 | -5 | 32 | -32 | -2 | -5 | 101 | -2.5
CC1CCCN(S(=O)(=O)c2coc(C(N)=O)c2)C1 (centres undefined) | 0.99 | -0.3 | 1.1 | -8 | -1 | 1 | -5 | 2 | 101 | -0.6
O=C(C1CSC2(c3ccc(F)cc3)CCC(=O)N12)N1CCCCCC1 (centres undefined) | 1.3 | -0.2 | 1 | -3 | -12 | 12 | -1 | 7 | 101 | 0.5
CCS(=O)(=O)n1nc(-c2ccco2)nc1N | 1.2 | 0.0 | 1 | 0 | 14 | -14 | 10* | 16 | 108 | 0.3
COc1ccc(C(=O)N2CCC(C(=O)Nc3cccc(C)c3)CC2)cc1OC | 0.95 | 0.0 | 1.1 | -12 | 2 | -1 | -6 | 7 | 95 | -2.9

Fetched one by one from the list above, two records:
SMILES | NF-kB expr up | Hsp70 act | FLuc act counter | FLuc inhib CS | APP 5UTR inh | APP 5'UTR act | HMGR II inh | G6PDH counter | STAT1 activator | DTT redox prof
CCS(=O)(=O)n1nc(-c2ccco2)nc1N | 1.2 | 0.0 | 1 | 0 | 14 | -14 | 10* | 16 | 108 | 0.3
Cc1ccccc1OCc1n[nH]c(=S)n1Cc1ccccc1 | 1.1 | 0.1 | 1.1 | -7 | -9 | 9 | -8 | 0 | 86 | -0.3

(more compounds)
SMILES | NF-kB expr up | Hsp70 act | FLuc act counter | FLuc inhib CS | APP 5UTR inh | APP 5'UTR act | HMGR II inh | G6PDH counter | STAT1 activator | DTT redox prof
Cc1ccc(S(=O)(=O)Nc2cccc(C(=O)Nc3cc(C)ccn3)c2)cc1 | 0.84 | -0.2 | 1 | 0 | 4 | -4 | 2 | 1 | 100 | -0.1
CCSc1nnc(NC(=O)C(C)(C(F)(F)F)C(F)(F)F)s1 | 0.91 | 0.0 | 1.1 | -6 | -11 | 11 | -1 | 10 | 90 | -0.8
CCCCCc1nc2sc3c(c2c(=O)n1NC(=O)c1ccc([N+](=O)[O-])cc1)CC(C)(C)OC3 | 0.85 | -0.2 | 1.1 | -8 | 1 | -1 | -5 | 8 | 100 | 0.3
CCn1c(=O)c2ccccc2n2c(SCC(=O)N3CCCc4ccccc43)nnc12 | 0.49 | -0.1 | x | x | 6 | -6 | -6 | x | 107 | -0.6
CCOC(=O)NCc1ccc(Cl)c(Cl)c1 | 1.1 | 0.1 | 1.1 | -6 | 8 | -8 | -5 | -3 | 98 | 0.4
CN(CC(=O)N1CCCCCC1)S(=O)(=O)c1ccc(Br)s1 | 1.4 | -0.3 | 1 | -1 | 10 | -11 | -3 | 22 | 95 | -0.1
COc1cc(/C=C(/C#N)c2nc3ccccc3[nH]2)ccc1OCC(=O)Nc1ccccc1C | 1.1 | -0.1 | 1 | -2 | -17 | 17 | 0 | -2 | 111 | 7.1
Cc1cn(S(=O)(=O)c2ccc(Cl)cc2)c(C)n1 | 0.99 | 0.0 | 1 | -2 | 13 | -13 | -4 | 14 | 101 | 0.0
COc1cc(NC(=S)NCc2cccs2)cc(OC)c1 | 1.1 | -0.1 | 1 | -4 | 9 | -9 | -2 | 8 | 96 | -0.5
CN(CCc1ccccn1)C(=O)CCC1CCCN(C(=O)c2cscn2)C1 (centres undefined) | 0.98 | -0.2 | 1.1 | -6 | 6 | -6 | 0 | 0 | 103 | -1.6
Cc1cc(C)c(C2C3=C(Nc4c2c(C)nn4-c2ccccn2)c2ccccc2C3=O)c(C)c1 (centres undefined) | 0.9 | -0.1 | 1 | -3 | 20 | -20 | -3 | 5 | 103 | 1.6
COc1ccc(-c2cn3c(C)c(C(=O)NCCN4CCOCC4)sc3n2)cc1 | 1 | -0.5 | 1 | 0 | -9 | 9 | -2 | 5 | 101 | 0.4
CCc1nnc(SCC(=O)N2CCCc3ccccc32)nc1CC | 0.78 | -0.3 | 1.1 | -7 | -6 | 6 | -1 | -11 | 99 | -5.1
CCCCOc1ccc(C(=O)N/C(=C/c2cccc([N+](=O)[O-])c2)C(=O)O)cc1 | 1.5 | -0.1 | 1 | -2 | 14 | -14 | -5 | 16 | 101 | -0.4
Cc1cc(NC(=O)CCC(=O)N(CC(=O)NC2CCCC2)Cc2ccco2)no1 | 1.1 | -0.1 | 1.1 | -8 | 8 | -7 | 0 | 3 | 97 | 0.2
CCN1CCc2c(OCC(=O)Nc3cccc(C)c3)cccc2C1=O | 0.77 | -0.5 | 1 | -4 | 23 | -23 | -5 | -1 | 90 | -0.4
COCCNC(=O)C(=O)c1cc(C)n(-c2ccc([N+](=O)[O-])cc2)c1C | 1 | -0.4 | 1 | -1 | -4 | 4 | 7 | -12 | 101 | 3.0
Cc1ccc(C(C(=O)NC2CCCCC2)N2CCCC2)cc1 (centres undefined) | 1.1 | 0.0 | 1 | 2 | 5 | -5 | 0 | 41 | 100 | -0.4
CN(Cc1ccccc1)C(=O)COc1cc(=O)n(C)c2ccccc12 | 1.3 | -0.1 | 1.1 | -5 | -20 | 20 | 0 | 6 | 100 | 0.1
